High-throughput results from PubChem.
M1 antag: human M1 muscarinic receptor antagonists, primary screen, CHO-K1 cells, Fluo-8 calcium fluorescence, 1536-well; CHO-K1 hM1, ACh EC80 antagonist; inhibition, % at 3 µM; actives 1.3% (n = 360,000);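 active = percent inhibition above its own plate's cutoff, namely the mean of that plate's compound wells plus 3 SD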;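 also: peak over basal fluorescence ratio during 140 s after agonist addition; 0% = ACh EC80 plus DMSO and 100% = DMSO alone without agonist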
Target sequence (P11229 whole entry, looked up): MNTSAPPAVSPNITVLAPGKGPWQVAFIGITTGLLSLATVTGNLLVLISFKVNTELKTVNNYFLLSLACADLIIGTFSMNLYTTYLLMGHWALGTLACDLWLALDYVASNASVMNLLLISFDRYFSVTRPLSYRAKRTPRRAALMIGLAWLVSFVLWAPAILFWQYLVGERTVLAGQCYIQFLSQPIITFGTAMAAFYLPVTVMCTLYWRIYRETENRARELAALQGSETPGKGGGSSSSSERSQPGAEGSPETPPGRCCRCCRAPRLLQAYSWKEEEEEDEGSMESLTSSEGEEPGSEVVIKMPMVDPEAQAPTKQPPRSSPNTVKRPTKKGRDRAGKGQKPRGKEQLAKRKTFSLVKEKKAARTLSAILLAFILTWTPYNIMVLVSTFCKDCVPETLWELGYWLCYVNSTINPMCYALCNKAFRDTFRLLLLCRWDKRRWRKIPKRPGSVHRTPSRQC
TAAR1 antag: human TAAR1 antagonists, primary screen, Fluo-8 calcium fluorescence, CHO RD-HGA16 cells; Trace amine-associated receptor 1 (Homo sapiens), Q96RJ0; antagonist; inhibition, % at 3 µM; actives 1.5% (n = 360,000);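 active = inhibition above a per-plate cutoff, the mean inhibition of test compounds on that plate plus 3 SD, cut at about 49% in these data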;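 also: 0% = DMSO plus EC80 beta-PEA response and 100% = DMSO alone without agonist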
Target sequence (Q96RJ0 whole entry, looked up): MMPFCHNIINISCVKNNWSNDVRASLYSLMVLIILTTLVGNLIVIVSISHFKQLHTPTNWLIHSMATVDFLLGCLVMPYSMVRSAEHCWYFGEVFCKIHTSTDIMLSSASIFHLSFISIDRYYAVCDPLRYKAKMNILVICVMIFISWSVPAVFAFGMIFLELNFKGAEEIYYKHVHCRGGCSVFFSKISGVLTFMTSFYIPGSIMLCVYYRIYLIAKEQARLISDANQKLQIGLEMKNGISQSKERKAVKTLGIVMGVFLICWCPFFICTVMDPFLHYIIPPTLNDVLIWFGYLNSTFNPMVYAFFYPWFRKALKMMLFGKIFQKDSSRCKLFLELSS
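System: CHO RD-HGA16 cells bearing hTAAR1. Reagent: EC80 β-phenethylamine stimulus. Schedule: seeding 17-24 h prior, 75-min 37 °C, 30-min RT dye loading. Signal: Fluo-8 intracellular calcium dye fluorescence, real-time kinetic reads. Read-out: % inhibition from peak post-agonist over basal fluorescence ratio. Benchmarks: vehicle wells and EC80 agonist wells. Replicates: n of 1.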
M1 PAM: human M1 muscarinic receptor positive allosteric modulators, primary screen, CHO-K1 cells, Fluo-8 calcium fluorescence, 1536-well; Muscarinic acetylcholine receptor M1 (Homo sapiens), P11229; CHO-K1 hM1, ACh EC20; 0% = ACh EC20, 100% = maximal ACh; activation, % at 3 µM; actives 0.088% (n = 360,000); AID 588819, 2011; in the data active = activation above about 19%, passing the limit was not always enough
M1 PAM parental: nonselective calcium activators in parental CHO-K1 cells, primary screen, counter-screen for M1 PAM project, cell-based, Fluo-8 calcium fluorescence, full deck, 1536-well. ATP EC20; 0% at ATP EC20, 100% at ATP max. actives 0.02% (n = 360,000). activation, % at 3 µM. AID 602247, 2012;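 active = activation above the run cutoff, the mean activation of all test compounds plus 3 SD, cut at about 40% in these data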;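 also: peak over basal fluorescence ratio in a 140 s read after ATP addition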
TAAR1 ag: human TAAR1 agonists, primary screen, Fluo-8 calcium fluorescence, CHO RD-HGA16 cells; activation, % at 3 µM; actives 0.99% (n = 360,000); vehicle wells 0%, saturating PEA agonist 100%; Trace amine-associated receptor 1 (Homo sapiens), Q96RJ0; AID 624467, 2012;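 active = activation above the mean activation of all test compounds in the run plus 3 SD, cut at about 38% in these data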
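Test system: RD-HGA16 (CHO) cells co-expressing Gα16 and hTAAR1; dosing: one-point dosing at 3 µM (nominal); timing: 17-24 h seeding, 75 min 37 °C dye, 30 min RT; signal: kinetic Fluo-8 calcium fluorescence; read-out basis: % activation relative to PEA EC100 response; controls: DMSO and PEA EC100; replicates: n 1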
M1 ag parental: counter-screen for M1 agonists: effect in parental CHO-K1 cells | AID 602248, 2012 | actives 0.48% (n = 360,000) | activation, % at 3 µM | Fluo-8 calcium fluorescence; scaled to maximal ATP response, vehicle zero; in the data active = activation above about 15%;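 also: untransfected CHO-K1 host cells lacking M1 receptor as counterscreen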
M1 ag: human M1 muscarinic receptor agonists, primary screen, Fluo-8 calcium fluorescence, CHO-K1 cells, HTS; CHO-K1 hM1, agonist mode; 0% DMSO, 100% acetylcholine EC100; Muscarinic acetylcholine receptor M1 (Homo sapiens), P11229; activation, % at 3 µM; actives 0.33% (n = 360,000);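 active = activation above the run's mean compound activation plus 3 SD, cut at about 16% in these data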;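 also: peak over basal fluorescence ratio within a 140 s kinetic read after compound addition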
CHO parental Ca: ATP-evoked calcium signal inhibitors, parental CHO, primary screen, counter-screen for OX1R antagonist project, cell-based, fluorescence, Fluo-8 calcium dye. parental CHO-K1, ATP-induced calcium, Fluo-8 fluorescence. inhibition, % at 5.6 µM. actives 0.63% (n = 330,000). AID 463079, 2010;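 active = inhibition above that plate's mean sample inhibition plus 3 SD, cut at about 26% in these data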;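 also: 0% = ATP-challenged DMSO wells and 100% = DMSO wells without ATP; some compounds past the cut are filed as inactive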
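Test system: untransfected parental CHO cell line; also added: ATP stimulus; dosing: 5.6 µM, single dose; signal: calcium-sensitive Fluo-8 fluorescence; measure: percent inhibition of ATP-evoked calcium rise, normalized to controls; benchmarks: low control ATP plus DMSO, high control DMSO only; replication: one well per compound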
CHO-K1 Ca antag: counter-screen for M1 antagonists: effect in parental CHO-K1 cells. ATP-induced calcium, Fluo-8 fluorescence. inhibition, % at 3 µM. actives 0.6% (n = 360,000). AID 602250;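 active = inhibition above a per-plate cutoff, the plate's mean sample inhibition plus 3 SD, cut at about 24% in these data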;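 also: 0% = DMSO plus EC80 ATP and 100% = DMSO alone without ATP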
The depositor's hits bear a star; · = not tested or not shown.

SMILES	M1 antag	TAAR1 antag	M1 PAM	M1 PAM parental	TAAR1 ag	M1 ag parental	M1 ag	CHO parental Ca	CHO-K1 Ca antag
COc1ccc(S(=O)(=O)N2CCN(C(=O)CN3C(=O)NC(C)(C)C3=O)CC2)cc1	-15	2	12	10	6	0.3	-1	-7	-5
COc1cc(NC(=S)Nc2cccnc2)cc(OC)c1	-9	0	8	15	3	0.1	-5	-9	-3
C/C(=N\NC(=O)c1c(Cl)cnn1C)c1ccc(NC(=O)c2ccc(Br)o2)cc1	-7	16	10	11	2	0.9	-4	·	-2
COC(=O)C1=C(C)N(C)C(=O)NC1c1c(O)ccc2ccccc12 (stereo unspecified)	-2	-15	1	-7	4	0.1	-2	-7	0
CC(=O)Oc1ccc(C(=O)NCc2ccc3c(c2)OCO3)cc1	-11	3	6	11	5	-0.3	-2	5	1
COC(=O)C1=C(C)N(C)C(C)=C(C(=O)OC)C1c1ccccc1C	-29	15	4	13	7	-0.2	-6	-20	-10
CCCNC(=O)NCCc1ccncc1	-5	4	5	17	1	0.5	-3	-2	-3
O=C(O)c1cc(=O)n(Cc2ccccc2)c(=O)[nH]1	-12	-11	13	10	1	1.7	-3	·	-13
Cc1cc(C)n(-c2nc3c(c(=O)n(C)c(=O)n3C)n2CCO)n1	-10	-9	11	-6	1	0.6	-4	-4	-14
Cc1ccc(S(=O)(=O)CC(O)COc2ccccc2C#N)cc1 (stereo unspecified)	-5	6	6	-7	3	0.1	-2	-11	-6
CC(=O)Nc1cccc(C(=O)NC(C)c2ccc(-n3ccnc3)cc2)c1 (stereo unspecified)	-13	-2	15	14	0	0.1	-7	4	-3
CC(C)C(NS(=O)(=O)c1ccc2c(c1)OCCO2)C(=O)NCCc1ccccn1 (stereo unspecified)	-3	1	0	11	6	0.4	-6	-11	-2
O=C(c1ccco1)N1N=C(c2ccc(Cl)cc2)CC1c1ccco1 (stereo unspecified)	-5	-34	-2	15	0	-0.3	-3	-40	-18
CC(=O)OC[C@@H]1CN(Cc2ccccc2)C[C@H](n2cnc3c(NC(C)C)ncnc32)O1	-18	-11	11	-6	1	0.0	-2	·	-9
Cc1cccc(NC(=S)NC2CC3CCCC(C2)N3CC(C)C)c1 (stereo unspecified)	-3	-8	3	12	5	0.8	-6	-18	-4
CCCCC1CCC(c2nc(-c3ccccn3)no2)CC1 (stereo unspecified)	-12	-23	6	14	25	0.4	-2	-12	-7
CC1=C(C(=O)NCCCOC(C)C)C2(CCC(C)CC2)OC1=O (stereo unspecified)	1	17	-2	-9	1	0.6	-1	-18	2
COc1cccc(C(=O)NNC(=O)Cc2csc(N)n2)c1	-18	-7	10	5	0	0.8	0	-4	-11
O=C(NCc1ccco1)c1ccccc1-c1nc(-c2ccccc2)no1	2	20	-4	17	11	2.7	-1	-10	-4
COc1ccc(CCNC(=O)c2cnc3ccccn3c2=O)cc1	-7	0	4	7	3	0.7	-2	-5	-3

Ordered by the number under M1 antag (high to low): some entries from above.
molecule	M1 antag
Cc1cccc(NC(=S)NC2CC3CCCC(C2)N3CC(C)C)c1 (stereo unspecified)	-3
Cc1cc(C)n(-c2nc3c(c(=O)n(C)c(=O)n3C)n2CCO)n1	-10
CC(=O)Oc1ccc(C(=O)NCc2ccc3c(c2)OCO3)cc1	-11

More entries:
SMILES	M1 antag	TAAR1 antag	M1 PAM	M1 PAM parental	TAAR1 ag	M1 ag parental	M1 ag	CHO parental Ca	CHO-K1 Ca antag
O=S(=O)(Nc1ccc(Br)cc1)N1CCOCC1	-7	-2	3	9	0	0.3	9	-12	-4
CCCCN(C(=O)c1ccccc1Br)C(c1ccc(OC)cc1)c1nc2ccccc2[nH]1 (stereo unspecified)	-10	-7	-7	17	0	3.2	-4	·	-18
CC(=O)c1ccc(NC(=O)[C@@H]2CCCN2C(=O)OC(C)(C)C)cc1	3	-4	-1	-3	3	-0.3	-3	-15	-7
Oc1ccc(/C=N/NC(=S)NCCN2CCOCC2)c(O)c1	-6	0	6	12	2	0.4	-3	-1	-5
O=C(Cn1ccc([N+](=O)[O-])n1)NCC1CCCO1 (stereo unspecified)	-11	-24	8	-2	2	0.2	-2	·	-7
Cc1ccc(S(=O)(=O)N2CCN(Cc3cc(=O)n4ccccc4n3)CC2)c(C)c1	-2	5	0	-9	2	-0.3	-4	-15	-7
Cc1cc(N2CCN(C3CCCC3)CC2)n2c(nc3ccccc32)c1C#N	2	5	3	23	1	0.2	-10	-12	-12
COc1ccc(C(CNC(=O)COc2cc(C)ccc2Cl)N2CCCCC2)cc1 (stereo unspecified)	2	1	-7	-5	-1	0.4	-7	-16	-7
COc1cccc(CN(C)CC(=O)Nc2cccc(S(=O)(=O)N(C)c3ccccc3)c2)c1OC	12	41	-14	-5	2	4.7	-5	·	-17
COc1ccc2[nH]c3c(c2c1)CCN1C(=O)C(CC(=O)NCc2cccc(C(F)(F)F)c2)C[C@H](C(=O)N2CCCCC2)[C@@]31C (stereo partly specified)	-9	-13	5	5	5	-0.6	-7	-30	-8
Oc1ccc(C[C@@H]2CNCCN2CCC23CC4CC(CC(C4)C2)C3)cc1	10	5	0	-7	48*	1.7	-5	9	19
COc1cc(OC)c2ccc(=O)oc2c1C(CCN1CCCCC1)c1ccc(N(C)C)cc1 (stereo unspecified)	-4	2	3	13	4	0.1	-10	-16	-8
COc1cc(-c2cnc3c(NC=O)cc(-c4ccccc4)cn23)cc(OC)c1OC	16	9	-11	-10	-1	0.7	-2	·	4
O=C1C=C(NCc2ccc(Cl)cc2)CCC1	-2	-20	1	-2	4	0.2	-6	-6	-1
N=C1C(c2nc3ccccc3[nH]2)=C(O)CN1c1ccccc1	-3	2	3	2	3	0.8	-2	12	-12
CCOC(=O)N1CCN(C(=O)c2cc(-n3cnnc3)ccc2Cl)CC1	-17	-4	4	-6	5	-0.1	-6	-2	10
Cc1nc2c([nH]1)C1(CCN(Cc3ccccc3)CC1)C(C#N)=C(N)O2	-22	-16	10	13	7	0.6	-2	-19	-5
CC(=O)N1c2ccccc2C(=O)C1N(C)c1ccc(C)cc1 (stereo unspecified)	-12	0	7	7	1	0.2	-4	-5	1
CCOC(=O)CSc1nc2c(c(=O)[nH]1)C(C)(CC)Cc1ccccc1-2 (stereo unspecified)	-4	5	4	-1	4	10	-1	-30	21
CSCc1nnc(NC(=O)c2ccc(S(=O)(=O)N3CCCCC3C)cc2)o1 (stereo unspecified)	2	-6	1	-3	-2	-0.6	-3	-7	-10

Profiles as entered above:
Results for O=S(=O)(Nc1ccc(Br)cc1)N1CCOCC1 → M1 antag: -7; TAAR1 antag: -2; M1 PAM: 3; M1 PAM parental: 9; TAAR1 ag: 0; M1 ag parental: 0.3; M1 ag: 9; CHO parental Ca: -12; CHO-K1 Ca antag: -4
Results for CCOC(=O)CSc1nc2c(c(=O)[nH]1)C(C)(CC)Cc1ccccc1-2 (stereo unspecified) → M1 antag: -4; TAAR1 antag: 5; M1 PAM: 4; M1 PAM parental: -1; TAAR1 ag: 4; M1 ag parental: 10; M1 ag: -1; CHO parental Ca: -30; CHO-K1 Ca antag: 21
Results for Cc1nc2c([nH]1)C1(CCN(Cc3ccccc3)CC1)C(C#N)=C(N)O2 → M1 antag: -22; TAAR1 antag: -16; M1 PAM: 10; M1 PAM parental: 13; TAAR1 ag: 7; M1 ag parental: 0.6; M1 ag: -2; CHO parental Ca: -19; CHO-K1 Ca antag: -5

Continued:
SMILES	M1 antag	TAAR1 antag	M1 PAM	M1 PAM parental	TAAR1 ag	M1 ag parental	M1 ag	CHO parental Ca	CHO-K1 Ca antag
COc1ccccc1-c1nnc(SC(C(=O)c2c[nH]c3ccccc23)c2ccccc2)n1C (stereo unspecified)	-2	-7	5	8	23	0.1	-4	-9	-1
COc1cc(C2C(C#N)=C(N)Oc3cc(C)n(CCc4ccccc4)c(=O)c32)cc2c1OCO2 (stereo unspecified)	8	2	-14	15	8	0.1	-6	-16	0
CCCc1cc(=O)[nH]c(SCC(=O)CSc2nc(CCC)cc(=O)[nH]2)n1	-13	8	7	14	4	0.1	-3	-7	-14
COc1ccc(-n2c(SCC(=O)Nc3sc4c(c3C#N)CCCC4)nnc2-c2ccccc2OC)cc1	-4	-52	4	15	7	0.5	-3	-22	-8
CCN(Cc1ccncc1)C(=O)c1cccc(S(=O)(=O)N2CCCCC2)c1	-3	-4	4	5	14	0.0	-4	-4	-9
CCN(CC)CCCNC(=O)C1CCC(CNS(=O)(=O)c2c(C)cc(C)cc2C)CC1 (stereo unspecified)	6	-4	-11	3	-1	1.7	-9	-13	-11
CCN(CC)S(=O)(=O)c1cccc2nsnc12	-5	-20	5	11	1	0.1	-4	-5	-1
CCOc1ccc(NC(=O)c2ccc3c(c2)OCCO3)cc1S(=O)(=O)N(CC)CC	-9	11	4	20	3	4.4	-5	-25	-21

2 entries from above in another layout:
Each structure is followed by: M1 antag | TAAR1 antag | M1 PAM | M1 PAM parental | TAAR1 ag | M1 ag parental | M1 ag | CHO parental Ca | CHO-K1 Ca antag
COc1ccccc1-c1nnc(SC(C(=O)c2c[nH]c3ccccc23)c2ccccc2)n1C (stereo unspecified)
 : -2 | -7 | 5 | 8 | 23 | 0.1 | -4 | -9 | -1
CCN(CC)CCCNC(=O)C1CCC(CNS(=O)(=O)c2c(C)cc(C)cc2C)CC1 (stereo unspecified)
 : 6 | -4 | -11 | 3 | -1 | 1.7 | -9 | -13 | -11
